High-throughput results: PubChem BioAssay, National Center for Advancing Translational Sciences (NCATS)
D2 antagonist – antagonizes the human D2 dopamine receptor; AID 485344; HEK293 TREx D2 cells, calcium flux, dopamine EC80; inhibition, % at 10 µM; 2% of 340,000 active; P14416; in the data active means inhibition above about 30%; further: 0% is about no effect
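HEK293 T-REx D2 cells, tet-induced, calcium dye no-wash. Cpd pintool add, 180 s kinetic, then EC80 DA, 180 s kinetic. Ca flux read.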
USP1 inh – blocks the human USP1/UAF1 deubiquitinase complex | 0.23% of 390,000 active | O94782 | AID 743255 | Potency, µM (top dose mostly 57.1 µM), inactives show at the top dose activity change, negative = inhibition, usual class: inhibitors | recombinant USP1/UAF1, Ub-Rhodamine cleavage fluorescence; further: potency means the concentration at half of the fitted maximal effect; on the % scale 0 is the no-effect control and ±100 the full control effect; nearly all actives have a fitted effect of over 60% in size; inactives centre near -12
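1 nM enzyme complex + cpd, 15 min RT; start with Ub-Rho 150nM final; kinetic fluorescence ex 480/em 540, 6 reads q60 s. Buffer 50mM HEPES pH 7.8, 0.5mM EDTA, 0.1 mg/ml BSA, 1mM TCEP, 0.01% Tween-20.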
TrxR1 substrate – substrates of rat thioredoxin reductase 1. O89049. purified TrxR1 substrate turnover, NADPH consumption readout. Potency, µM (series often up to 114 µM), for inactives: at the top dose activity change, negative = substrate turnover. 0.01% of 390,000 active; further: potency means the concentration at half of the fitted maximal effect; on the % scale 0 is the no-effect control and ±100 the full control effect; nearly all actives have a fitted effect of over 50% in size
Target sequence (O89049 whole entry, looked up): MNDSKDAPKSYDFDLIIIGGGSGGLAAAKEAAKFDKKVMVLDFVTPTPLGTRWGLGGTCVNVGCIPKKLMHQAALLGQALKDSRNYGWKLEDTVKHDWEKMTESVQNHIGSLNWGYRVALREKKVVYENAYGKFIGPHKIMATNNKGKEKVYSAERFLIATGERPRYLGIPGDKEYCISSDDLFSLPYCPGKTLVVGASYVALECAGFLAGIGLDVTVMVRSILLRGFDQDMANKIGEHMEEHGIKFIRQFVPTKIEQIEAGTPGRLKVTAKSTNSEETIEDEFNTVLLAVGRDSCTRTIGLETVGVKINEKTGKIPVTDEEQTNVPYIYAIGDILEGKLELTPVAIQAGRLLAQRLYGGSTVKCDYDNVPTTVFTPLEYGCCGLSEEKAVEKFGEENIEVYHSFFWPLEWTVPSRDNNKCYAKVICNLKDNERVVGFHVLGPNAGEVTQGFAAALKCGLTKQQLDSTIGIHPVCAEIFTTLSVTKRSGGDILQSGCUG
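Rat TrxR1, dispensed at 90 nM, was prereduced with 400 uM NADPH (final) for 5 min at ~22 deg C, then incubated with compound 15 min before 400 uM selenite. A first-read NADPH fluorescence drop versus no-compound background flagged substrates.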
D2 ag – D2 dopamine receptor (human) agonism; 0.53% of 340,000 active; P14416; HEK293 T-REx D2 cells, calcium flux agonist mode; AID 485358; activation, % at 2 µM;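 active means activation over 3 SD above normal in the single-dose calcium agonist read, cut at about 30% in these data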; further: 0% is about no effect
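In this primary screen, compounds producing a positive calcium signal within 180 s of addition to tetracycline-induced, force-coupled HEK293 Trex D2 cells are flagged; cells are dye-loaded with a no-wash calcium kit beforehand.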
TrxR1 inh – rat TrxR1 inhibition | recombinant rTrxR1, NADPH fluorescence consumption, selenite substrate | Potency, µM (series often up to 114 µM), inactives show at the top dose activity change, negative = inhibition, most hits filed as inhibitors | 1% of 390,000 active | AID 588453; further: potency means the concentration at half of the fitted maximal effect; on the % scale 0 is the no-effect control and ±100 the full control effect; nearly all actives have a fitted effect of over 65% in size
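Rat TrxR1 (90 nM in the dispensed reagent) was pre-reduced with 400 uM NADPH for 5 min at room temperature, then incubated with compound for 15 min. After 400 uM selenite was added, NADPH fluorescence (Ex 340/Em 450 nm) was followed for 8 min.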
PI4K2A inh – inhibitors of human PI4K2A; purified PI4K2A, ADP-Glo luminescence, 1 h; hits give low values; activity change, negative = inhibition, % at 76.9 µM; 0.13% of 420,000 active; AID 1346378; in the data active means activity change below about -50%; inconclusive means mostly about -30% to -49%;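 further: -100% = wells without enzyme as full effect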
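Compounds are screened against recombinant PI4K2A using PI as substrate and ATP, the latter dispensed at 300 microM. Reactions run one hour at ambient temperature before ADP-Glo detection; full inhibition defined by wells lacking enzyme.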
IDH1 R132H inh – human IDH1 R132H inhibition | 0.093% of 390,000 active | O75874 | Potency, µM (titrated, usually from 76.6 µM), inactives show at the highest dose activity change, negative = inhibition, actives largely listed as inhibitors | IDH1-R132H enzyme, NADPH consumption, diaphorase/resazurin fluorescence | AID 602179; further: potency means the concentration at half of the fitted maximal effect; on the % scale 0 is the no-effect control and ±100 the full control effect; nearly all actives have a fitted effect of over 65% in size
Target sequence (O75874 whole entry R132H, stated change not applied): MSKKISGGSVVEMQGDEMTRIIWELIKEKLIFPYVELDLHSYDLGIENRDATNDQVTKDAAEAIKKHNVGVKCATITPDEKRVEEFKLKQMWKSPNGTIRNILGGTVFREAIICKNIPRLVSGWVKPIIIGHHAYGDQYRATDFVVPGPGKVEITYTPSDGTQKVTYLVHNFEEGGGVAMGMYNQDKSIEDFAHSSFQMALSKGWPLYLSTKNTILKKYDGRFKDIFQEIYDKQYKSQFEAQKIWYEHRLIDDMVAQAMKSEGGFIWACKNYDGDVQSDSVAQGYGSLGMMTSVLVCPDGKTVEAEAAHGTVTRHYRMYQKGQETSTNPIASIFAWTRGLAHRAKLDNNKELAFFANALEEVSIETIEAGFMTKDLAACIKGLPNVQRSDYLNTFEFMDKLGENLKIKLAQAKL
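IDH1-R132H (0.5 ug/mL dispensed) in pH 7.5 Tris buffer was preincubated 30 min with compound, then given a substrate mix of 0.016 mM NADPH and 2 mM alpha-KG for 80 min at room temperature; remaining NADPH was read by diaphorase/resazurin fluorescence.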
TRHR enhancer – allosterically enhances the human TRH receptor | TRHR cells, fluo-8 calcium fluorescence, EC20 TRH enhancement | enhancement, % at 2 µM | P34981 | 0.66% of 360,000 active; in the data active means enhancement above about 30%; further: 0% is about no effect
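TRHR-expressing cells loaded with fluo-8 calcium dye were read kinetically (ex 480/em 530) during compound addition, then stimulated with an EC20 of TRH (10 nM final). Enhancement of the Gq-mediated intracellular calcium response was scored.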
TRHR ag – TRH receptor (human) agonism; P34981; TRHR cells, calcium flux fluo-8, FDSS agonist mode; activation, % at 2 µM; 0.18% of 360,000 active; AID 493084; in the data active means activation above about 30%; further: 0% is about no effect
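Steps: seed TRHR cells overnight; add fluo-8 no-wash Ca dye, RT 30 min–1.5 h; record 10 s baseline; pin-transfer compounds; monitor fluorescence 1 cycle/s for the agonist window. Calcium increases flag candidate agonists.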
Starred values were filed as active, the others as inactive; ? = inconclusive; . = no result given; & = joins results of further samples; [ ] = remark or other dose. Unless noted, the call rests on the fitted dose curve; in most records, active means well fitted inhibition curve with a large enough effect; inconclusive means small, poorly fitted or top-dose-only effect; inactive means no such curve, though single readings can be large or run the other way.

Each structure is followed by: D2 antagonist, USP1 inh, TrxR1 substrate, D2 ag, TrxR1 inh, PI4K2A inh, IDH1 R132H inh, TRHR enhancer, TRHR ag
Cc1ccc(/C=N\NC(=O)c2ccc3c(c2)OCO3)o1
  32*, -10%, -7%, 0.3, 3%, -2, -7%, 24, -0.3
O=C(CSc1nnc(-c2ccccc2F)o1)N1CCCC1
  -3, -22%, 10%, 2.1, 22%, 0, 10%, 0, 0.4
O=C(CSc1n[nH]c(-c2ccccn2)n1)Nc1ccccc1F
  6, -23%, 6%[57.1 µM], 0.4, 23%[57.1 µM], -12, 14%, 16, 0.1
COc1cc(-c2cc(C(=O)Nc3ccc(S(=O)(=O)NCc4ccco4)cc3)c3ccccc3n2)cc(OC)c1OC
  -2, -9%, 34%, 2.3, -7%, 2, 0%, 1, 1.0
C/C(=N\NC(=O)CO/N=C(\C)c1cccs1)c1ccc(N)cc1
  -3, -5%, -10%, 1.1, -13%, 1, -9%, -4, 0.9
COCCN(C(=O)C1CC(=O)N(Cc2ccc(C)cc2)C1)c1c(N)n(CC(C)C)c(=O)[nH]c1=O (stereo unspecified)
  -22, -1%, 0%, 1.0, 0%, 2, -10%, -3, 0.5
COc1cc(CNCCN(C)C)c(Br)cc1OC1CCCC1
  -8, -13%, 13%, 0.5, 49%, -4, 5%, 9, 1.0
O=C1CCN(CCc2ccccc2)CCN1[C@H](CSc1ccc(Br)cc1)Cc1ccccc1
  -6, -18%, 2%, 0.1, 1%, -1, -1%, -1, 1.2
CCN(CC)S(=O)(=O)c1ccc(N2CCOCC2)c(NC(=O)CSCc2c(C)noc2C)c1
  ., -15%, -13%, ., -14%, 0, -2%, ., .
N=C1/C(=C\c2ccc(SCc3ccccc3)o2)C(=O)N=C2SC(CC(=O)N3CCOCC3)=NN12
  -12, -1%, -7%, 0.9, 2%, -4, 4%, -3, 1.2
CCCCC(=O)NC(c1ccc([N+](=O)[O-])cc1)c1c(O)ccc2ccccc12 (stereo unspecified)
  10, -9%, -16%, 0.0, -20%, 0, 10%, -1, -0.9
CC[C@@]1(C(=O)OC)N[C@H](CN(C)C(=O)c2ccc(C)cc2)[C@@H]2C(=O)N(Cc3ccccc3)C(=O)[C@@H]21
  ., -8%, -2%, ., 8%, 0, -1%[38.3 µM], ., .
CCC1CN(S(=O)(=O)c2ccc3c(c2)NC(=O)CC(=O)N3)c2cc(Cl)ccc2O1 (stereo unspecified)
  4, -12%&-12%, 2%&2%[57.1 µM], 2.7, 3%&8%[57.1 µM], -4&-1, -12%&8%, 5&0, 0.5&0.7
O=C(N/C(=C/c1ccc(F)cc1)C(=O)N1CCOCC1)c1ccccc1
  0, -8%, -11%, -0.1, -6%, 4, 9%, 3, 0.3
CC(C)N(c1nnc(N)s1)C(C)C
  -9, -7%, 13%, -1.1, 22%, -2, 1%, 6, -0.1
Cc1cccc(NC(=O)CN2CCN(CC(=O)Nc3ccc(-c4ccccc4)cc3)CC2)c1C
  21, ?, -4%, 0.4, -1%, -4, 12%, 14, 1.5
CCn1c(Cc2ccccc2)nnc1SCc1nc2ccccc2c(=O)[nH]1
  -4, -6%, 9%, 0.5, 22%, 0, 3%, -5, 0.9
CC1=C(C(=O)Nc2ccccc2)C(c2ccc(C(=O)O)cc2)n2ncnc2N1 (stereo unspecified)
  ., -30%, 4%[57.1 µM], 0.0, 11%[57.1 µM], 1, -3%, 3, 0.7
CCc1ccccc1NC(=S)Nn1cnnc1
  -2, ., ., -0.3, ., ., ., -5, -0.1
CC(C)CNC(=O)c1ccc(Cl)c(Cl)c1
  -15, -17%, -6%, -0.1, -12%, 2, 4%, 7, -0.9

4 entries from above, as labelled records:
mol: CCn1c(Cc2ccccc2)nnc1SCc1nc2ccccc2c(=O)[nH]1
  D2 antagonist: -4; USP1 inh: -6%; TrxR1 substrate: 9%; D2 ag: 0.5; TrxR1 inh: 22%; PI4K2A inh: 0; IDH1 R132H inh: 3%; TRHR enhancer: -5; TRHR ag: 0.9

mol: CC1=C(C(=O)Nc2ccccc2)C(c2ccc(C(=O)O)cc2)n2ncnc2N1 (stereo unspecified)
  D2 antagonist: .; USP1 inh: -30%; TrxR1 substrate: 4%[57.1 µM]; D2 ag: 0.0; TrxR1 inh: 11%[57.1 µM]; PI4K2A inh: 1; IDH1 R132H inh: -3%; TRHR enhancer: 3; TRHR ag: 0.7

mol: CC[C@@]1(C(=O)OC)N[C@H](CN(C)C(=O)c2ccc(C)cc2)[C@@H]2C(=O)N(Cc3ccccc3)C(=O)[C@@H]21
  D2 antagonist: .; USP1 inh: -8%; TrxR1 substrate: -2%; D2 ag: .; TrxR1 inh: 8%; PI4K2A inh: 0; IDH1 R132H inh: -1%[38.3 µM]; TRHR enhancer: .; TRHR ag: .

mol: CCc1ccccc1NC(=S)Nn1cnnc1
  D2 antagonist: -2; USP1 inh: .; TrxR1 substrate: .; D2 ag: -0.3; TrxR1 inh: .; PI4K2A inh: .; IDH1 R132H inh: .; TRHR enhancer: -5; TRHR ag: -0.1

Following part.
Each structure is followed by: D2 antagonist, USP1 inh, TrxR1 substrate, D2 ag, TrxR1 inh, PI4K2A inh, IDH1 R132H inh, TRHR enhancer, TRHR ag
CCN(CC)S(=O)(=O)c1ccc(N2CCCC2)c(C(=O)OCC(=O)N2CCCC2)c1
  0, -1%, -4%[57.1 µM], -2.1, 13%[57.1 µM], 0, 5%, 5, -0.4
COc1ccc(CNC(=O)COC(=O)C2=COCCO2)cc1
  1, -5%, -8%, -0.2, 13%[57.1 µM], 1, 3%, -3, 0.1
Cc1ccc(C)c(S(=O)(=O)c2nnn3c2nc(N2CCN(C)CC2)c2sccc23)c1
  ., -13%, 3%, 0.1, 16%, -3, 0%, 17, -0.5
S=C1NCCOCCOCCNC(=S)N2CCOCCOCCN1CCOCCOCC2
  12, 3%, 7%[57.1 µM], 0.8, 13%[57.1 µM], 5, 18%, 4, 0.2
O=c1c(-c2ccccc2)n[nH]c2ccccc12
  -11, -2%, 4%[57.1 µM], 0.3, 7%[57.1 µM], -5, -1%, -1, 0.2
O=S(=O)(NC1CCSc2ccccc21)c1ccccc1 (stereo unspecified)
  5, -4%, -1%, -2.2, -4%, -16, 7%, -7, -1.0
CCOC(=O)N1CCN(C(=O)c2ccc(N3C(=O)CCC3=O)cc2)CC1
  -7, -13%, 0%, 0.3, 8%, 3, -2%, -3, 0.2
CC1CCCN(CC(=O)Nc2ccc(S(=O)(=O)N3CCCCCC3)cc2)C1 (stereo unspecified)
  8, 4%, 0%, -0.3, -16%, -6, -7%, 0, 0.5
COc1ccc(OCCSc2nnc(-c3cccnc3)n2N)cc1
  -1, -11%, -9%, 0.1, 0%, 0, 2%, -3, 0.0
O=C1SC(c2ccccc2)=C/C1=C\N1CCCCC1
  ., -21%, 1%, ., -2%, -1, 1%, ., .

New compounds follow
| canonical_smiles | D2 antagonist | USP1 inh | TrxR1 substrate | D2 ag | TrxR1 inh | PI4K2A inh | IDH1 R132H inh | TRHR enhancer | TRHR ag |
| --- | --- | --- | --- | --- | --- | --- | --- | --- | --- |
| Cc1cc2c(c(=O)n1CC1CCCO1)C(c1ccco1)C(C#N)=C(N)O2 (stereo unspecified) | -11 | -21% | 23% | 0.0 | -7% | -1 | 5% | 2 | 0.3 |
| O=C(O)c1ccccc1C(=O)Nc1ccc(Nc2ccc([N+](=O)[O-])cc2[N+](=O)[O-])cc1 | 2 | -12% | -16% | 0.2 | -6% | 0 | 1% | 35* | 0.0 |
| CSCC[C@H](NC(=O)C1CCN(S(=O)(=O)c2ccc(C)cc2)CC1)C(=O)NCc1ccco1 | -6 | 0% | -9% | 0.6 | ? | -14 | -2% | -4 | -0.5 |
| Cc1ccccc1C(=O)N1CCN(c2ccc(NC(=O)c3ccc4c(c3)OCO4)cc2)CC1 | 4 | ? | -3%[57.1 µM] | -0.1 | 10%[57.1 µM] | 5 | -2% | -2 | -0.9 |
| COc1ccc(OC)c(C2C(C(=O)c3ccccc3)=C(C)Nc3nc4ccccc4n32)c1 (stereo unspecified) | -20 | -29% | -6% | -0.6 | -6% | 3 | 7% | 5 | 0.0 |
| CC(=O)OCCNc1cc(Sc2nc3ccccc3[nH]2)c2nonc2c1[N+](=O)[O-] | . | 1% | -15% | . | -92%[11.4 µM] | -13 | 2% | 10 | 0.4 |
| CCCCn1c(CCCNC(=O)c2cccc(C)c2)nc2ccccc21 | . | -2% | -7% | -0.9 | 13%[2.29 µM] | -3 | -3% | 3 | 0.2 |
| COc1ccc(C(C(=O)NC(C)(C)C)N(Cc2ccco2)C(=O)CCC(=O)Nc2ccccn2)cc1 (stereo unspecified) | -7 | -21% | -1% | 0.6 | 5% | 4 | 2% | -5 | -0.3 |
| O=C(NCc1ccc2c(c1)OCO2)c1ccc(CSCc2ccccc2Cl)o1 | -1 | -4% | -8% | 0.4 | 1% | 4 | -8% | -5 | 0.6 |
| COC(=O)C1=C(C)Nc2nnnn2C1c1cccs1 (stereo unspecified) | -10 | -21% | -6% | -2.3 | -2% | -1 | 13% | 5 | -0.3 |
| COc1ccc(N(CC(=O)NC2CCCC2)C(=O)Cn2nnc(-c3ccc(F)cc3)n2)cc1 | 4 | -23% | 0% | -0.4 | 20% | 5 | -6% | 3 | -1.0 |
| CCOc1ccc(C(C)=O)cc1CN1C(=O)NC2(CCCCC2C)C1=O (stereo unspecified) | -3 | -5% | 3%[57.1 µM] | 0.4 | -1%[57.1 µM] | 5 | 8% | 0 | 0.0 |
| Cc1ccccc1C(=O)NC(CC(C)C)C(=O)NN1C(=O)c2ccccc2C1=O (stereo unspecified) | 30* | -2% | -3% | 0.1 | 0% | -1 | -2% | -1 | -1.0 |
| Cc1ccc(NC(=O)C(c2ccccc2)c2ccccc2)c(O)c1 | . | -21% | -1% | . | 21% | 4 | 7% | -4 | 1.5 |
